ERK EGF inh: EGF-driven ERK pathway inhibition; HEK293-V1b, EGF-stimulated phospho-ERK AlphaScreen; Potency, µM (top dose mostly 11.5 µM), without a hit: at the highest dose activity change, negative = inhibition, actives largely listed as inhibitors; 130,000 tested, 0.41% active; AID 1454; active = well fitted inhibition curve with a large enough effect; inconclusive = small, poorly fitted or top-dose-only effect, or effect the other way;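 also: plate controls were stimulated vehicle wells for no effect and unstimulated vehicle basal for full effect; nearly all actives have a fitted effect of over 55% in size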
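HEK293 cells stably expressing V1b receptor, serum-reduced (1% FBS) overnight, got compound for 30 min at 37C, then 25 nM EGF for 5 min. Lysate phospho-ERK read by AlphaScreen SureFire; AC50 from Hill fits.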
* marks the source's active call; other numbers are inactive results; ? = inconclusive; [ ] = another dose, or the depositor's remark. Potency is read from the fitted curve at half-maximal effect.

ERK EGF inh	Structure
-0.9%	CC1=CSC2=NC(=O)/C(=C/c3cccc(OC(=O)c4ccco4)c3)C(=N)N12
-30.9%	CC(C)(C)NC(=O)C(c1cccs1)N(Cc1cccs1)C(=O)c1ccc(CN2CCOCC2)o1 (stereo not drawn)
-4.1%	Cc1ccc(C(=O)Oc2cc(N)n(S(=O)(=O)c3ccc(C)cc3)n2)cc1
-11.5%	CCc1nc2sc3ccccc3c(=O)c2c(=O)n1Cc1ccco1
-3.7%	CCOc1ccc(NC(=O)/C=C/c2ccc(OC)cc2)c([N+](=O)[O-])c1
0.5%	O=C(CSc1nnc(-c2ccccc2)c2ccccc12)NCC1CCCO1 (stereo not drawn)
5.9%[57.5 µM]	COc1ccccc1NC(=O)CN(Cc1ccco1)C(=O)c1ccc(=O)[nH]c1
-2.1%	Cc1ccc(-n2cc[nH]c2=S)c(C)c1
-6.5%	NC(=O)NCc1cccs1
1.4%	N#CC1=C(N)OC2=C(CC/C2=C\c2ccc(F)cc2)C1c1ccc(F)cc1 (stereo not drawn)
-11.5%	Cc1cc(C)c2c(N)c(C(=O)c3ccc(Cl)cc3)sc2n1
-12.6%[57.5 µM]	COc1ccnc(Oc2ccc(F)cc2)c1C#N
3.0%	Cc1ccc(CSc2nnc(SCC(=O)N/N=C/C=C/c3ccco3)s2)cc1
-9.8%	CCOC(=O)c1sc2nccc(OC)c2c1N=CNOC
?	CCCc1cc(=O)oc2c3c(c4c(c12)OC(C)(C)C=C4)OC(C)C(C)C3O (stereo not drawn)
?	Cc1cc(C)n2c(=O)c3ccc(Cl)cc3nc2c1C#N
-3.1%	Cn1cc(Cl)c(C(=O)Nc2nc3ccc([N+](=O)[O-])cc3s2)n1
-24.3%	O=C1CSC(c2cccc([N+](=O)[O-])c2)N1c1ccccc1F (stereo not drawn)
6.5%	CCSc1nnc(NC(=O)CSc2nnc(CNC(=O)c3cc(OC)c(OC)c(OC)c3)o2)s1
?	CC(C)(C)C(=O)NC(=S)Nc1ccccc1N1CCCC1
-3.3%	COc1ccc(NC(=O)c2ccc3nc(-c4ccccc4)c(-c4ccccc4)nc3c2)c(OC)c1
-1.3%	Cc1cc(C(=O)Nc2sc3c(c2C#N)CCCC3)no1
1.5%	O=C(NN1C(=O)C2C3c4ccccc4C(c4ccccc43)[C@@H]2C1=O)c1ccccc1 (stereo partly drawn)
16.3%[57.5 µM]	C=CCN1C=CC(=O)CC1
-5.8%	Cc1cc2ccccn2c1C(=O)Nc1ccccc1
-4.7%	CC(C)(C)NC(=O)C(c1ccco1)N(C(=O)Cn1nnc(-c2ccc(F)cc2)n1)c1cccc(F)c1 (stereo not drawn)
1.9%	Fc1ccc(-c2nc3n(c2-c2ccncc2)CCS3)cc1
-14.2%[57.5 µM]	C#CCOCCOCCOCCNc1nc(N2CCN(C(=O)[C@H](CCC(=O)O)n3cc(C(N)[C@H](C)CC)nn3)CC2)nc(N2CCN(C(=O)[C@H](Cc3cc4ccccc4[nH]3)n3cc(C(N)[C@H](C)CC)nn3)CC2)n1 (stereo partly drawn)
?	Cc1ccc2cc3c(N)c4c(C)ccc(C)c4nc3nc2c1
1.1%	C=CSc1sc(Cl)c(N(CC)CC)c1[N+](=O)[O-]
5.0%	O=C(O)CCN1C(=O)C2C3CC(C2C1=O)C1C(c2ccccc2)c2sc(=O)n(-c4ccccc4)c2SC31 (stereo not drawn)
9.2%	CC(C)c1ccc(NC(=S)N(C)CCc2ccccn2)cc1
-1.9%	Cc1ccc(-c2ccccc2)n1-c1ccc(C(=O)O)cc1
10.3%[57.5 µM]	COc1ccc(OCC(=O)OC2CCCN(C)C2)cc1 (stereo not drawn)
-29.1%[57.5 µM]	FC(F)(F)c1nnc(Nc2ccc(Cl)cc2)s1
-7.3%	COc1cc(/C=C2\SC(N)=NC2=O)ccc1OCC(=O)Nc1ccc(C)cc1
2.6%[57.5 µM]	Nc1ccnn1-c1ccccc1
?	CC(=O)c1ccc(OCC(=O)c2cc(C)n(-c3ccc4c(c3)OCO4)c2C)cc1
-5.1%	Cc1nc2ccccc2c2c(N)c3ccccc3n12
1.1%	N#Cc1ccc(C(=O)Nc2ccn(-c3ccccc3)n2)cc1
-2.7%	CC(=O)c1cc(C#N)c(NCCCN(C)C)nc1C
0.0%	COC(=O)C1CCN(C(=O)/C=C/c2ccccc2)CC1
2.2%	CC1CCCC(NC(=O)COC(=O)Cc2c[nH]c3ccccc23)C1C (stereo not drawn)
-8.7%	Cc1ccccc1/C=N/Nc1ccnc2cc(Cl)ccc12
0.1%[57.5 µM]	O=C(CSc1nc(-c2ccc(Cl)cc2)[nH]c(=O)n1)Nc1cccc(Cl)c1
6.0%	COc1ccc(NC(=O)CSc2nnc(CNc3ccc(C)cc3)n2C)cc1
1.8%	COc1cccc(OC)c1C(=O)NC(=S)NCc1ccco1
3.9%	CC(OC(=O)c1ccc2c(c1)C(=O)N(Cc1ccncc1)C2=O)C(=O)Nc1cccc(Cl)c1Cl (stereo not drawn)
32.8%	CC(C)(C)Nc1nc(Cl)nc(NC(C)(C)C)n1
3.7%	OC(CN1CCN(c2ccccc2)CC1)c1ccc2c(c1)CCN2 (stereo not drawn)

Two entries from above, set out differently:
Molecule	ERK EGF inh
CCOC(=O)c1sc2nccc(OC)c2c1N=CNOC	-9.8%
CCCc1cc(=O)oc2c3c(c4c(c12)OC(C)(C)C=C4)OC(C)C(C)C3O (stereo not drawn)	?

The list goes on.
ERK EGF inh	Structure
-9.7%[57.5 µM]	CC1(C)CC2(CC(c3ccc(F)cc3)c3ccc(O)cc3O2)NC(=S)N1 (stereo not drawn)
4.3%	O=C(Nc1nnc(CSCc2ccc(Cl)cc2)s1)c1cccc([N+](=O)[O-])c1
6.5%	O=C(Nc1ccncc1NC(=O)c1cccc([N+](=O)[O-])c1)c1cccc([N+](=O)[O-])c1
-8.6%	Cc1ccc(/C=N\NC(=O)CCc2n[nH]c(=O)[nH]c2=O)o1
4.1%	CCOC(=O)C(NC(=O)c1cccc(Cl)c1)(Nc1nnc(C)s1)C(F)(F)F (stereo not drawn)
2.6%	CCCCOc1ccc(S(=O)(=O)NC(=O)NCc2ccc(OCCC)cc2)cc1
-4.5%	CCC(CC)NC(=O)COC(=O)c1cc(SC)ccc1Cl
5.5%	CC(=O)NC1(c2ccc(F)cc2)CCN(C(=O)c2c(F)cccc2F)CC1
4.2%	Fc1ccccc1NC(=S)N1CCCCC1
-0.4%	CCOc1cc(/C=N/N=C2/NC(=O)C(CC(=O)O)S2)ccc1OCc1ccc(Cl)cc1Cl (stereo not drawn)
-4.7%	COc1ccc(-c2cc(C(=O)NCC3CCCO3)c3ccccc3n2)cc1 (stereo not drawn)
5.4%[57.5 µM]	CC(=O)/C(C#N)=C1\NC(=O)C(Cc2ccc(F)cc2)S1 (stereo not drawn)
-3.9%	O=C(COc1cccnc1[N+](=O)[O-])NCCc1ccccc1
6.9%	Cc1cc(C)c(S(=O)(=O)NC(C)C)c(C)c1-n1cnnn1
2.3%[57.5 µM]	O=C(NC1CCCC1)C(c1ccc(Cl)cc1)N1CCN(C2CCCCC2)CC1 (stereo not drawn)
5.4%	COCCn1c(SCC(=O)Nc2ccc3c(c2)CCC3)nc2ccccc2c1=O
4.7%	COc1cc(C2(O)CCCCC2C)cc(OC)c1OC (stereo not drawn)
0.6%	Cc1cccc(C(=O)OCC(=O)NC(C)CCc2ccccc2)c1 (stereo not drawn)
-8.6%[57.5 µM]	COc1ccccc1C1=NOC(Cn2c(NCC3CCCO3)nc3c2c(=O)n(C)c(=O)n3C)C1 (stereo not drawn)
-1.7%	COC(=O)CSc1cc([N+](=O)[O-])ccc1NC(=O)OC
2.9%	O=c1c2ccc([N+](=O)[O-])cc2ncn1CCOc1cccc(Br)c1
-17.7%[57.5 µM]	CC(C)(C)c1cc(C(=O)NNC(=O)Nc2cccc(Cl)c2)n(Cc2ccccc2)n1
5.9%	CSc1ccccc1OC1CCN(Cc2ccccc2)CC1
0.9%[57.5 µM]	O=c1c2ccccc2nc(SCc2ccc(F)cc2Cl)n1CCCN1CCOCC1
4.1%	COc1ccc(C(=O)Oc2ccc3c(-c4ccc(OC)cc4)cc(=O)oc3c2)cc1

Three compounds out of the list, ordered by formula weight, high to low.
ERK EGF inh	Structure
-0.4%	CCOc1cc(/C=N/N=C2/NC(=O)C(CC(=O)O)S2)ccc1OCc1ccc(Cl)cc1Cl (stereo not drawn)
5.5%	CC(=O)NC1(c2ccc(F)cc2)CCN(C(=O)c2c(F)cccc2F)CC1
-1.7%	COC(=O)CSc1cc([N+](=O)[O-])ccc1NC(=O)OC

(further entries)
ERK EGF inh	Structure
5.0%	COCC(=O)NC1CC2CCC(C1)N2C(=S)Nc1ccccc1C(=O)OC (stereo not drawn)
0.0%	O=c1[nH]c2ccc(NS(=O)(=O)c3ccc4ccccc4c3)cc2[nH]1
-2.1%	Cc1c(Cl)sn(-c2ccc(Cl)cc2)c1=O
-8.8%	C=CCOC(=O)N[C@H](c1ccco1)C(C(C)=O)C(C)=O
-5.1%[57.5 µM]	N=c1sccn1CC(=O)Nc1ccc(S(N)(=O)=O)cc1
26.7%	C=CCc1cc(C)ccc1OCCOCCC(C(=O)OCC)C(=O)OCC
-9.3%[57.5 µM]	CCOC(=O)/C(C#N)=C/Nc1cc(C(C)(C)C)sc1C(C)=O
-2.5%	COC(=O)c1c(C)oc2ccc(N(C(=O)c3ccncc3)S(=O)(=O)c3ccc(C)cc3C)cc12
0.2%	CCC(O)C1CCN(C(=O)c2cc(COc3ccc4ncccc4c3)on2)CC1 (stereo not drawn)
-4.8%	O=C(Nc1nccs1)C1CC(=O)N(c2ccc(Cl)cc2)C1 (stereo not drawn)
10.4%	O=C(/C=C/c1ccccc1)Oc1ccccc1C(=S)N1CCOCC1
-14.7%	O=C(c1ccncc1)N1CCC[C@@]2(CCN(c3ncccn3)C2)C1
-6.1%	COc1cccc(CNC(=O)CSc2ccc(-c3ccncc3)nn2)c1
-13.3%[57.5 µM]	COc1ccc(CN(CC2CCC(C(=O)O)CC2)C(=S)Nc2cc(Cl)ccc2OC)cc1 (stereo not drawn)
0.5%	Cc1ccc2cc(CN(CC3CCCO3)C(=O)Nc3ccccc3F)c3nnnn3c2c1 (stereo not drawn)
-0.4%[57.5 µM]	OC(CNCCc1ccccc1)COc1ccc(OCC(O)CNCCc2ccccc2)cc1 (stereo not drawn)
4.9%	Cc1cc(C)nc(N2CCCC(C(=O)Nc3nnc(C(C)C)s3)C2)n1 (stereo not drawn)
-6.1%	O=C(O)c1ccccc1C(=O)N1CCN(C(=O)c2ccccc2Cl)CC1
6.0%	Cc1cccc2sc(N(CCCN(C)C)C(=O)c3nc4ccccc4s3)nc12
3.7%	COc1cccc(NC(=O)C(Sc2nnnn2C)c2ccccc2)c1 (stereo not drawn)
16.8%[57.5 µM]	CSc1sc(C(=O)NCC2CC2)c2c1S(=O)(=O)N(C)c1ccccc1-2
6.5%	COc1ccccc1N(CC(=O)NCc1ccco1)S(C)(=O)=O
-1.9%	COc1cc2c(cc1OC)C(C)N(C(=O)c1cc3n(n1)C(C(F)(F)F)CC(c1ccco1)N3)CC2 (stereo not drawn)
4.2%	CCCCCCCCCCCCCCCC(=O)NC(C)C(=O)O (stereo not drawn)
5.9%	Cc1ccccc1NC(=O)C1CCN(c2cc(-c3ccccc3)nc3ncnn23)CC1
3.2%	O=C(NCc1ccco1)c1cccc(S(=O)(=O)N2CCc3ccccc32)c1
4.0%	COc1ccc(Br)cc1/C=N/NC(=O)c1cc(OC)c(OC)c(OC)c1
-2.2%	Cc1nc2cc(-c3ccccc3)nn2c(C)c1CCC(=O)NC(C)c1ccc2c(c1)OCCO2 (stereo not drawn)
1.3%	N#C/C(=N\Nc1ccc(Cl)cc1)C(=N)N1CCCCCC1
8.7%	CC(=O)/C(=N/Nc1ccccc1)Sc1nnc(CCc2ccccc2)n1-c1ccccc1
29.9%	O=C(NCc1ccccn1)C(=O)NCC(c1ccco1)N1CCOCC1 (stereo not drawn)
-21.3%	Cc1ccc2c(c1)nnn2C1CCN(CC(=O)NNC(=O)c2ccco2)CC1
?	CC(C)(C)C(=O)COC(=O)c1c2c(nc3ccccc13)CCC2
-5.5%	Cc1ccc(-c2nnc(N3CCOCC3)c3ccccc23)cc1S(=O)(=O)NCc1cccnc1
1.0%	O=C(CCc1nc(-c2ccc(Cl)cc2)no1)NCC1CCCO1 (stereo not drawn)
-5.0%	CCN(CC)S(=O)(=O)c1ccc2[nH]cc(C(=O)NCCCN3CCCCC3)c(=O)c2c1
-7.8%	Cc1cc(SCC(=O)Nc2cccc(S(=O)(=O)NC3=NCCCCC3)c2)c(C)cc1Br
?	COc1cccc(C(=O)N(c2ccccc2)C2C=CS(=O)(=O)C2)c1 (stereo not drawn)
-10.8%	CCOC(=O)c1[nH]c2c(c1-c1ccccc1)C(=O)CC(c1ccccc1)C2 (stereo not drawn)
-1.0%	CCC(C)(C)NC(=O)CCn1c(-c2ccccc2)cc(C(C)=O)c1C
-8.6%	O=C1O/C(=C/c2ccccc2)c2ccccc21

Laid out differently: 5 of the compounds above
| mol | ERK EGF inh |
| --- | --- |
| Cc1nc2cc(-c3ccccc3)nn2c(C)c1CCC(=O)NC(C)c1ccc2c(c1)OCCO2 (stereo not drawn) | -2.2% |
| N#C/C(=N\Nc1ccc(Cl)cc1)C(=N)N1CCCCCC1 | 1.3% |
| CC(=O)/C(=N/Nc1ccccc1)Sc1nnc(CCc2ccccc2)n1-c1ccccc1 | 8.7% |
| O=C(NCc1ccccn1)C(=O)NCC(c1ccco1)N1CCOCC1 (stereo not drawn) | 29.9% |
| Cc1ccc2c(c1)nnn2C1CCN(CC(=O)NNC(=O)c2ccco2)CC1 | -21.3% |

Bioassay records as filed in PubChem.

This is a subset (hit frequency here may not be typical).
